TNAP activation fold – human TNAP enzyme activators, primary screen, biochemical, luminescent, no phosphate acceptor, uHTS (AID 1001); purified TNAP, luminescent activation assay, no phosphate acceptor; higher activation fold means a stronger effect; activation fold at 20 µM; hits with a dose series show EC50 in µM; hit rate 0.03% among 200,000; in the data active = activation fold from about 3, or a potency from the dose series; inactive = the rest, 99 in 100 with activation fold below about 1.6; note: many of its hits are not listed in these tables
bCat nuc transl – beta-catenin nuclear translocation modulation | HeLa beta-catenin nuclear translocation, immunofluorescence imaging | hit rate 0.3% among 190,000 | AID 1665 | nuclear translocation activity, % at 5 µM;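 active = nuclear translocation activity above 50% at 5 µM, with a well cell count of 50 or more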;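 note: per-cell ratio of nuclear to cytoplasmic median beta-catenin stain intensity; plate controls were DMSO negative control for no effect and GSK-3 inhibitor IX positive control for full effect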
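assay system = human HeLa cells, endogenous beta-catenin | times = compound treatment 24 h, 37°C, 5% CO2 | detection = Anti-beta-catenin immunofluorescence on PFA-fixed, Triton-permeabilized cells, DAPI nuclei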
Lipid droplet – hepatic lipid droplet formation modulation | AML12 mouse hepatocytes, oleate lipid droplets, BODIPY imaging | inhibition, % at 6.5 µM | hit rate 0.4% among 240,000 | AID 1656;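 active = lipid droplet intensity inhibited by at least 50%, with more than 500 cells counted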
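material = mouse AML12 hepatocyte cell line, fixed after treatment | also added = 100 µM oleic acid challenge | doses = compound at 6.5 µM only | schedule = overnight exposure | technique = Image-based BODIPY and DAPI two-channel analysis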
MT stabilizer – microtubule stabilizers in HeLa cells; HeLa tubulin immunostaining HCS, 24 h; share of cells brighter than vehicle mean+2SD; % tubulin-high responders, % at 10 µM; hit rate 0.83% among 200,000;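 active = plate Z-score above 3 for both tubulin-high and condensed-nucleus cell shares, with cell loss under 80%, at 10 µM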;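 note: anti alpha tubulin signal scored within the nucleus-defined area of each cell; some results filed as inactive read as strong as hits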
Autophagy HCS – alters autophagy in cells; AID 463193; hit rate 0.98% among 190,000; calls only at 10 µM (by protocol); MEF GFP-LC3 puncta imaging; test concentration mostly 10 µM;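 active = percentage of spot-positive cells more than 3 SD above its plate mean, without a fluorescence outlier flag or 80% toxicity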;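 note: spot-positive cell cutoff set from DMSO-treated cells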
human PMI inhibition – inhibitors of human PMI, primary screen, biochemical, fluorescence intensity, coupled assay (AID 1209); hit rate 0.42% among 190,000; purified PMI enzyme, coupled fluorescence intensity; higher % means a stronger effect; inhibition, % at 20 µM, or IC50 in µM where a hit was titrated;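 note: plate controls were DMSO vehicle for no effect and wells lacking substrate for full effect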
human PMI inhibitors – MPI inhibition at elevated mannose 6-phosphate – biochemical, fluorescence intensity, high mannose 6-phosphate, primary screen (AID 1220) | inhibition, % at 20 µM; hits with a dose series show IC50 in µM | hit rate 0.66% among 190,000 | recombinant PMI enzyme, coupled fluorescence intensity; higher % means a stronger effect
T cell modulator – modulates CD8 T cell binding to vesicles. 2C CD8+ T cell-vesicle binding, flow cytometry; active compounds read low. calls only at 7 µM. hit rate 0.068% among 330,000;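 active = response, share of CD8 T cells binding vesicles, and their 90th percentile fluorescence all below set limits, cut at about 80% in these data, passing the limit was not always enough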
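Material: murine 2C transgenic CD8+ T lymphocytes / Also added: QL9-peptide-loaded Drosophila micro-vesicles bearing Ld, ICAM-1 and B7-1 / Schedule: binding step 1.5 h, 37 °C, antibody labelling 20 min, ice / Signal: flow cytometry, PE anti-B7-1 (FL2) versus Alexa647 anti-CD8 (FL8), PFA-fixed / Evaluation: percent CD8+ FL2 mean versus row control / Benchmarks: naked versus QL9-loaded vesicles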
Insulin prom up – MIN6 insulin promoter up-regulation | MIN6 insulin promoter-GFP reporter, high-content imaging; active compounds read high | z-score at 5 µM | hit rate 0.3% among 190,000 | AID 1625;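 active = z-score above 3 at 5 µM with at least 500 cells counted in the well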
Insulin prom up cell count – second read-out of Insulin prom up, no call of its own (marks repeat the call); cell count; measured here: cytotoxicity, nuclei count;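 total cells summed across four imaged fields per well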
Lipid droplet cells 6.5 µM – recorded beside Lipid droplet, whose call it bears; cell count; measured here: cell count, cytotoxicity flag;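 cells counted across two imaged fields per well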
bCat nuc transl cell count 5 µM – also measured in bCat nuc transl; calls as there; cell count; measured here: cell count, cytotoxicity flag
T cell modulator vesicle-bound % – further read-out of T cell modulator, marked with its call; double positive events, %; measured here: CD8+ vesicle-bound cell fraction;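 binding gate set so that unloaded-vesicle control wells show 10% double positive cells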
MT stabilizer Hoechst-high % – also measured in MT stabilizer; calls as there; % Hoechst-high responders; measured here: nuclear condensation Hoechst responders;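 share of cells brighter than vehicle mean plus two SD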
MT stabilizer cytotoxicity % – recorded beside MT stabilizer, whose call it bears; toxicity, %; measured here: cytotoxicity by cell density;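 0% = mean cell density of plate MIN control wells and 100% = no cells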
Autophagy HCS cell loss 18 h – second read-out of Autophagy HCS, no call of its own (marks repeat the call); toxicity, %; measured here: cell loss, nuclei count;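 cell loss after 18 h compound exposure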
An asterisk follows results filed as active; i = inactive; x = not tested or not shown. Cut-off read from the data, not from the text of the source, unless noted: active = inhibition above about 50%; inactive = the rest. Compounds were not picked by outcome; about 2.9% have a hit in one of these screens.

nr	Structure	TNAP activation fold	bCat nuc transl	bCat nuc transl cell count 5 µM	Lipid droplet	Lipid droplet cells 6.5 µM	MT stabilizer	MT stabilizer Hoechst-high %	MT stabilizer cytotoxicity %	Autophagy HCS	Autophagy HCS cell loss 18 h	human PMI inhibition	human PMI inhibitors	T cell modulator	T cell modulator vesicle-bound %	Insulin prom up	Insulin prom up cell count
1	COc1ccc(NC(=O)Cc2ccccc2)cn1	1.2	0.6	1084	2	775	2.0	2.4	14	i	8	-8%	4%	i	30	-0.27	1255
2	CCc1cccc(C)c1NC(=O)c1ccoc1C	1.1	0.0	1136	x	x	0.7	1.8	7.9	i	10	-11%	-9%	i	28	-0.15	1060
3	CC(NC(=O)CCc1nnc(CCCc2ccccc2)o1)c1ccccc1 (stereo not given)	1.1	-0.4	1556	15	772	1.8	2.3	1.6	i	7	x	x	i	34	x	x
4	Cc1c(C(=O)NCc2ccc3c(c2)OCO3)cccc1[N+](=O)[O-]	0.9	1.4	911	13	574	3.5	3.3	11	i	-8	5%	-3%	i	28	-0.38	2192
5	O=C(CSC1=NCCS1)Nc1ccnc2ccccc12	1	x	x	-84	618	2.3	1.6	2.5	i	-46	1%	5%	i	32	-10	611
6	Cc1ccc(Nc2nc3c([nH]2)c(=O)[nH]c(=O)n3C)cc1	1.1	x	x	12	765	1.4	1.4	3.5	i	-9	7%	6%	i	53	x	x
7	CC1CCN(C(=O)CNC(=O)c2ccc(Cl)cc2Cl)CC1	1.1	-0.5	1226	2	760	1.6	1.1	8.6	i	-5	-5%	-9%	i	11	-0.12	928
8	Cc1ccc(SCc2ccc(C(=O)Nc3ccccc3C(=O)NC(C)C)cc2)cc1	1.1	0.1	1095	-15	658	5.9	3.2	5.5	i	6	17%	7%	i	47	-0.36	1558
9	COc1ccc(-c2[nH]ncc2CN2CCC(N3CCSCC3)CC2)c(F)c1	0.2	0.4	1556	2	729	2.7	2.3	5.1	i	-12	6%	4%	i	36	x	x
10	O=C1C=C(Nc2cccc(Cl)c2)CC(c2ccco2)C1 (stereo not given)	1.1	-1.7	1217	-2	804	2.6	2.0	3.6	i	6	2%	-2%	i	44	-0.92	895
11	Cc1ccc([N+](=O)[O-])cc1NC(=O)c1ccc(C(C)(C)C)cc1	1.1	0.4	1378	x	x	3.0	1.2	5.9	i	15	10%	9%	i	62	-0.31	1571
12	COc1ccc(/C=C/c2nnc(NC(=O)CC(C)C)s2)cc1	x	0.7	1302	-13	748	x	x	x	x	x	x	x	i	55	0.07	1019
13	O=C(O)c1cccnc1Br	1	0.2	1145	5	733	2.5	1.2	9.4	i	23	-23%	-4%	i	61	x	x
14	CCc1cccc(C)c1NC(=O)CSc1nc2ccccc2n1CC(=O)N(C)C	1	-6.4	1226	1	746	4.0	2.1	0.6	i	-3	-6%	-4%	i	12	0.36	1271
15	CCNC(=S)NNC(=O)CSc1nc2ccccc2[nH]1	2.5	-0.9	1105	-2	663	2.4	2.4	8.5	i	-2	17%	-6%	i	61	0.08	1258
16	CC1c2ccsc2CCN1S(=O)(=O)c1ccccc1 (stereo not given)	x	-0.2	1284	-22	445	x	x	x	x	x	x	x	i	27	-0.51	1015
17	S=C(Nc1ccccc1)N1CCn2c(nc3ccccc32)C1	1	-0.9	1080	10	680	3.0	2.9	5.8	i	10	-3%	7%	i	54	-0.42	1196
18	S=c1[nH]nc(C2CC2)n1Cc1ccco1	1	-0.6	1084	-16	778	1.7	2.2	6.4	i	2	6%	6%	i	58	0.68	882
19	O=C(NCCc1csc(-c2cccnc2)n1)c1ccccc1	1.1	-2.6	1149	-2	608	3.6	3.9	10	i	2	10%	8%	i	41	-0.59	2146
20	O=C1CSC(=Nc2ccccc2[N+](=O)[O-])N1	0.9	0.7	1456	1	710	2.3	1.3	5.2	i	-17	-1%	-7%	i	59	-0.14	1462

Random excerpt: four entries already listed
nr	Structure	TNAP activation fold	bCat nuc transl	bCat nuc transl cell count 5 µM	Lipid droplet	Lipid droplet cells 6.5 µM	MT stabilizer	MT stabilizer Hoechst-high %	MT stabilizer cytotoxicity %	Autophagy HCS	Autophagy HCS cell loss 18 h	human PMI inhibition	human PMI inhibitors	T cell modulator	T cell modulator vesicle-bound %	Insulin prom up	Insulin prom up cell count
6	Cc1ccc(Nc2nc3c([nH]2)c(=O)[nH]c(=O)n3C)cc1	1.1	x	x	12	765	1.4	1.4	3.5	i	-9	7%	6%	i	53	x	x
5	O=C(CSC1=NCCS1)Nc1ccnc2ccccc12	1	x	x	-84	618	2.3	1.6	2.5	i	-46	1%	5%	i	32	-10	611
12	COc1ccc(/C=C/c2nnc(NC(=O)CC(C)C)s2)cc1	x	0.7	1302	-13	748	x	x	x	x	x	x	x	i	55	0.07	1019
15	CCNC(=S)NNC(=O)CSc1nc2ccccc2[nH]1	2.5	-0.9	1105	-2	663	2.4	2.4	8.5	i	-2	17%	-6%	i	61	0.08	1258

Other entries:
nr	Structure	TNAP activation fold	bCat nuc transl	bCat nuc transl cell count 5 µM	Lipid droplet	Lipid droplet cells 6.5 µM	MT stabilizer	MT stabilizer Hoechst-high %	MT stabilizer cytotoxicity %	Autophagy HCS	Autophagy HCS cell loss 18 h	human PMI inhibition	human PMI inhibitors	T cell modulator	T cell modulator vesicle-bound %	Insulin prom up	Insulin prom up cell count
21	O=c1cc(-c2ccccc2)nc(SCCOc2ccccc2Cl)[nH]1	1.1	0.1	1519	6	741	4.0	1.3	0.3	i	1	1%	5%	i	32	0.05	1508
22	CC1(C)NC(=O)N(CCCOc2ccc(Br)cc2Cl)C1=O	1	1.4	908	1	788	3.4	2.3	6.7	i	8	9%	7%	i	13	-0.47	1286
23	Cc1ccc(S(=O)(=O)c2nc(-c3ccc(F)cc3)oc2SCC(=O)NCC2CCCO2)cc1 (stereo not given)	1.2	0.7	1011	-21	695	2.4	0.9	20	i	3	-11%	-18%	i	8	-0.06	1243
24	CCCC1(CCC)C(=O)NC(=NCCc2ccc(OC)c(OC)c2)NC1=O	1.1	-0.9	965	-7	610	6.0	2.2	10	i	-9	12%	-1%	i	25	x	x
25	Cc1cc(C)cc(OCC(=O)NN2C(=O)c3ccccc3C2=O)c1	1.1	-0.6	617	7	741	2.2	2.4	9.5	i	-14	1%	-2%	i	44	0.12	1250
26	Cc1ccc(CNC(=O)CSc2nc3ccsc3c(=O)n2Cc2ccc(C(=O)O)cc2)cc1	1.2	-0.2	1057	11	701	2.4	3.3	9.7	i	-9	-20%	-12%	i	13	-0.37	1223
27	O=C(O)c1ccccc1/C=N/Nc1ccc(S(=O)(=O)N2CCCC2)cc1[N+](=O)[O-]	x	-1.0	1103	2	765	x	x	x	x	x	x	x	i	36	0.35	1411
28	Cc1cccc(NC2=C(Cl)C(=O)OC2OC(=O)c2ccco2)c1 (stereo not given)	1	1.8	1051	8	738	3.0	1.0	4.0	i	-3	-15%	-4%	i	8	-0.2	1167
29	CN(CCC#N)C(=O)COC(=O)c1ccc(Cl)cc1O	1.1	0.4	1094	-2	668	2.5	1.1	3.7	i	25	-5%	1%	i	52	-0.28	1581
30	CCOc1ccccc1-c1c2cc(O)c(=O)cc-2oc2cc(O)c(O)cc12	0.6	0.3	1124	-5	682	3.9	3.2	7.6	i	82	46%	42%	x	x	8.1*	1500*
31	CNS(=O)(=O)c1ccc(NC(=O)c2cnn3c(C(F)F)cc(-c4ccccc4)nc23)cc1	1.1	0.1	1114	-35	643	2.1	3.7	2.2	i	-2	-10%	-16%	i	11	-1.5	1156
32	COc1ccc(NCc2ccccc2[N+](=O)[O-])cc1OC	1	0.2	941	8	609	2.8	2.2	1.0	i	15	-14%	14%	i	32	-0.38	2048
33	Cc1nc2ccccc2n1CC(=O)NC1CCCCCC1	x	1.6	1206	-20	626	x	x	x	x	x	x	x	i	48	-1.6	928
34	COc1ccc(Cn2nnnc2C(CC(C)C)N2CCC(C(N)=O)CC2)cc1 (stereo not given)	1.1	0.2	1595	26	717	2.2	2.6	8.3	i	-2	3%	8%	i	33	0.49	1584
35	CC1CCCN(S(=O)(=O)c2ccc(S(=O)(=O)N3CCC4(CC3)OCCO4)cc2)C1 (stereo not given)	1.2	-0.3	936	-2	648	3.2	2.1	3.2	i	11	14%	2%	i	33	0.39	1145
36	CCOC(=O)Cc1csc(SCc2nc3sc4c(c3c(=O)[nH]2)CCC4)n1	1	-1.1	1184	1	786	1.9	1.4	12	i	-6	5%	-3%	i	30	x	x
37	Cc1ccc(NC(=O)C2CCCN(C(=O)c3ccc(Cl)cc3)C2)cc1 (stereo not given)	1.1	-0.9	1099	-18	705	2.8	2.0	5.2	i	-6	9%	12%	i	49	0.61	1658
38	COc1ccc(-c2nn(-c3ccccc3)cc2/C=N/NC(=O)c2cccc(S(=O)(=O)Nc3ccccc3OC)c2)cc1	1	0.0	1146	-20	645	2.8	2.1	8.0	i	-5	12%	1%	i	29	-0.73	1239
39	O=C(COC(=O)c1ccc[nH]c1=O)Nc1ccc(S(=O)(=O)N2CCCC2)cc1	x	2.2	1291	-11	673	x	x	x	x	x	x	x	i	24	-0.22	1045
40	CC1CCN(c2ccc(NC(=O)c3cccnc3Cl)cc2)CC1	1.1	-0.9	1565	-5	733	2.1	1.2	7.6	i	4	x	x	i	31	0.78	1368
41	O=C(Nc1nc2cc3c(cc2s1)OCO3)c1cccc(N2C(=O)CCC2=O)c1	x	0.6	1338	-2	747	x	x	x	x	x	x	x	i	34	-0.18	1089
42	COc1c2ccoc2c(OC)c2oc(=O)ccc12	x	-1.4	1220	14	691	x	x	x	x	x	x	x	i	62	-0.48	1097
43	COc1ccccc1/C=C/C=N/n1c(-c2ccc(C)cc2)n[nH]c1=S	0.7	4.5	472	1	582	2.7	3.2	9.6	i	-18	1%	-2%	i	40	0.1	1023
44	O=C(NCCCn1ccnc1)C(F)(F)C(F)(F)C(=O)NCCCn1ccnc1	1	x	x	-2	730	3.9	1.8	0.4	i	-4	7%	-1%	i	30	0.6	1170
45	Cc1ccc(NC(=O)CSc2nsc(SCC(=O)Nc3ccc(C)cc3C)c2C#N)c(C)c1	1.1	-0.7	1145	18	629	11	1.6	0.6	i	12	7%	-2%	i	54	-0.07	1459

High-throughput results (PubChem)
